Lmaj promast: Leishmania major promastigote growth inhibition. Leishmania major promastigotes, resazurin fluorescence viability. inhibition, % at 10 µM. 200,000 compounds, 9% hits. AID 1063; in the data active means inhibition above about 50%;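 further: promastigotes grown with compound for 44 hours at 28 °C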
PPARg SRC1 recr: promotes SRC-1 coactivator recruitment by human PPARgamma | P37231 | PPARgamma-SRC-1 coactivator recruitment biochemical assay | activation, % at 8 µM | 200,000 compounds, 0.41% hits | AID 631; in the data active means activation above about 19%;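 further: 0% = DMSO and 100% = reference agonist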
ROMK primary: human ROMK K+ channel modulation, primary screen. Tet-inducible ROMK, thallium flux fluorescence; actives lie on both sides. B-score at 10 µM. 130,000 compounds, 2% hits;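 active means signal ratio slope over the read window, or its plate-corrected B-score, at least 3 SD from the plate mean, either direction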;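 further: B-score of the F/F0 ratio slope over 7 to 12 s after thallium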
Target sequence (P48048 whole entry, looked up): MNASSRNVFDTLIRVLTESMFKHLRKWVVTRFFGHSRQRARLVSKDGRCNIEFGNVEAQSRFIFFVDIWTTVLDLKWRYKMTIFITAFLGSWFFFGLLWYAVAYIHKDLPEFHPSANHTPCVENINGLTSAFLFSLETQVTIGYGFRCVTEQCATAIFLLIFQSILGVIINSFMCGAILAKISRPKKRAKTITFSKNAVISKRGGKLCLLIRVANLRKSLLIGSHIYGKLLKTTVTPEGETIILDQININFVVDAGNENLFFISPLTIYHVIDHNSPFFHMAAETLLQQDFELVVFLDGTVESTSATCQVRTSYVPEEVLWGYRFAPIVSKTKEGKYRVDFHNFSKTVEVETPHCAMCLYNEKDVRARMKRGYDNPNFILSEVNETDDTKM
bIAP inh: blocks bovine intestinal alkaline phosphatase activity | inhibition, % at 20 µM | purified bovine IAP, CDP-star luminescence, 30 min | AID 1019 | 190,000 tested, under 10 active;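 active means over 50% inhibition of intestinal alkaline phosphatase at 20 µM in the single-dose screen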
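Assay system – bovine IAP enzyme · Quantity – bovine IAP at 1/65,000,000 final dilution · Detection – CDP-star luminescence signal · Times – 30 min reaction at room temperature · Also added – CDP-star substrate at 30 µM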
Redox H2O2 prof: compounds producing H2O2 with reducing agent – biochemical, NIH compound library profiling, artefact control for MLSCN library redox annotation, primary screen; DTT-dependent redox cycling H2O2, phenol red/HRP absorbance; 100% = 100 µM peroxide control, 0% = buffer; 200,000 compounds, 0.03% hits; activation, % at 10 µM; AID 878;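 active means activation of at least 50% relative to the plate's high and low controls in the primary single-dose screen; inactive means activation below 50%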;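 further: compound incubated with DTT at 0.8 mM final as the reducing agent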
PPARg SRC-2 ag: agonists of SRC-2 recruitment by human PPARgamma. P37231. PPARgamma LBD-SRC-2 recruitment, biochemical. activation, % at 8 µM. 200,000 compounds, 0.34% hits; in the data active means activation above about 22%;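 further: 0% = vehicle and 100% = reference agonist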
TLR4-MyD88 BLA: TLR4-MyD88 interaction inhibition in cells | O00206+Q99836 | AID 861 | HeLa CL3-4 TLR4/MyD88 BLA complementation, FRET ratio | 200,000 compounds, 0.18% hits | inhibition, % at 8.4 µM; in the data active means inhibition above about 25%;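 further: 0% = vehicle and 100% = reference inhibitor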
TR-FRET SRC-2 ct: flags TR-FRET format artefacts in PPARgamma SRC-2 recruitment agonist screen; TR-FRET artefact counter-screen; hits give high values; TR-FRET ratio at 8 µM; 200,000 compounds, 0.4% hits; in the data active means TR-FRET ratio above about 2000; further: inactives centre near 1500; reference of the scale not given here
bIAP act: increases bovine intestinal alkaline phosphatase activity; purified bovine IAP, CDP-star luminescence, 30 min; hits give high values; fold of DMSO-control signal, blank-subtracted; 200,000 compounds, 0.17% hits; activation factor at 20 µM;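 active means activation factor of 2 or more at 20 µM, a signal rise over negative controls twice the positive control's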
S1P3 antag: antagonists of human S1P3 receptor. Q99500. CHO S1P3 NFAT-BLA reporter, FRET fluorescence, antagonist mode. inhibition, % at 4.98 µM. 170,000 compounds, 0.27% hits. AID 485;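 active means inhibition above the plate cutoff, the mean inhibition of test wells on that plate plus 3 SD, cut at about 28% in these data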;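 further: cells challenged with S1P at its EC80 of 0.8 µM; blue over green emission ratio from cleaved BLA substrate after 4 h stimulation; 0% = S1P-stimulated wells and 100% = unstimulated DMSO-only wells; some compounds past the cut are filed as inactive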
Target sequence (Q99500 whole entry, looked up): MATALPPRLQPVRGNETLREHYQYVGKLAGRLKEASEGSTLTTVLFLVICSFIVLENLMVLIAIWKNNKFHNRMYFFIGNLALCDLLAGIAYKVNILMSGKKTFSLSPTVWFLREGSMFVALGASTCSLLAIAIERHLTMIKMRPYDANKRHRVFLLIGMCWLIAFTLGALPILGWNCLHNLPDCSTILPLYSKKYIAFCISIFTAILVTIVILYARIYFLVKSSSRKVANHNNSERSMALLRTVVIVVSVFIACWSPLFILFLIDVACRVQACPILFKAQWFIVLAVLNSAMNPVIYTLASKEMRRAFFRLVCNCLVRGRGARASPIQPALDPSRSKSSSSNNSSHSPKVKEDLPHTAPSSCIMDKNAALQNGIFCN
PPARg SRC-3 ag: agonists of human PPARgamma SRC-3 coactivator recruitment; biochemical PPARgamma/SRC-3 coactivator recruitment assay; activation, % at 8 µM; AID 731; 200,000 compounds, 0.26% hits; in the data active means activation above about 23%;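 further: 0% = DMSO and 100% = reference agonist; some compounds past the cut are filed as inactive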
An asterisk follows results filed as active; nt = no result given.

1. CCN(CC(=O)Nc1ccc(NC(C)=O)cc1)CC(=O)Nc1ccc(F)c(Cl)c1
2. COc1cccc(C(=O)NCc2n[nH]c(=S)n2-c2cccc(C)c2)c1
3. O=C(CN1C(=O)C(=O)N(Cc2ccccc2)C1=O)Nc1ccc(F)c(Cl)c1
4. CCOC(=O)C1CN(S(=O)(=O)c2ccc(OC)cc2)c2cc(CC(=O)OC)ccc2O1 (stereo not drawn)
5. O=C(CSc1ccccn1)N/N=C/c1cccc([N+](=O)[O-])c1
6. COc1ccccc1OC(C)C(=O)NNC(=S)NC1CCCC1 (stereo not drawn)
7. COc1ccc(NC(=O)COC(=O)c2cc(SC)ccc2Cl)c(OC)c1
8. Cc1cc(C)n2nc(/C(C#N)=C/c3ccccn3)c(C#N)c2n1
9. CCCCSCCCNC(=O)Nc1ccc(CC)cc1
10. Cc1ccc2[nH]c3c(c2c1)CN(C(=O)CN1c2ccc(F)cc2CCC1C)CC3 (stereo not drawn)
Assay by compound	1	2	3	4	5	6	7	8	9	10
Lmaj promast	-4	-4	-1	-5	4	-6	-4	97*	4	33
PPARg SRC1 recr	4	7	11	7	-6	-1	6	-1	9	-11
Redox H2O2 prof	-0.3	5.0	7.8	2.3	2.5	-0.9	-0.2	-0.4	-1.0	2.4
bIAP act	1.1	1	1	1	0.9	1.3	1	1	0.5	1
TLR4-MyD88 BLA	5	-5	-13	1	-3	0	9	-4	-19	-2
ROMK primary	-0.22	1.5	-0.17	nt	0.49	0.73	0.1	-2.4*	-0.11	nt
S1P3 antag	-3	-36	-6	nt	-10	0	-10	-9	1	nt
bIAP inh	-7	4	4	1	12	-34	4	-4	49	4
TR-FRET SRC-2 ct	1464	1470	1694	1499	1480	1613	1594	1597	1576	1364
PPARg SRC-3 ag	2	7	0	1	2	4	1	3	6	0
PPARg SRC-2 ag	4	7	7	11	-10	7	7	3	12	-7

11. CCS(=O)(=O)c1ccc2c(c1)NC(=O)C(CCO)O2 (stereo not drawn)
12. O=C(COC(=O)c1ccccn1)Nc1cccc(Cl)c1
13. Cc1cc(-n2c(C)cc(C(=O)CSc3nnnn3-c3ccc(Cl)cc3)c2C)no1
14. Cc1ccc(NC(=O)C2CC(=O)n3ncnc3N2)cc1 (stereo not drawn)
15. CCCS(=O)(=O)c1nc(S(=O)(=O)c2ccc(C)cc2)c(NCCCN(C)C)s1
16. COc1cc(/C=N/N=C2/NC(=O)C(CC(=O)O)S2)ccc1OCc1ccc(Cl)cc1 (stereo not drawn)
17. COC(=O)C1CCN(C(=O)c2c(-c3ccccc3Cl)noc2C)CC1
18. COC(=O)c1ccccc1NC(=O)CN1CCOCC1
19. Cc1ccccc1N1C(=O)CC(Sc2nnc(-c3ccccc3)o2)C1=O (stereo not drawn)
20. COc1ccc(OC)c(-c2c3cc(O)c(=O)cc-3oc3cc(O)c(O)cc23)c1
Assay by compound	11	12	13	14	15	16	17	18	19	20
Lmaj promast	-2	-8	-7	-2	95*	-6	-10	-1	0	-9
PPARg SRC1 recr	3	2	8	-4	8	-5	2	5	42*	17
Redox H2O2 prof	1.2	-0.9	0.0	-0.6	-0.7	0.1	-2.7	0.1	-0.6	2.1
bIAP act	0.9	1	0.6	0.9	1.1	0.9	1	1	1	0.9
TLR4-MyD88 BLA	-16	10	-5	-4	-13	-3	0	3	-7	11
ROMK primary	-0.51	nt	nt	0.24	-1.1	nt	nt	nt	0.068	nt
S1P3 antag	13	-1	-28	nt	9	-10	44	nt	nt	-19
bIAP inh	5	1	40	9	-7	11	2	-2	0	6
TR-FRET SRC-2 ct	1594	1550	1525	1693	1640	1549	1626	1692	1855	1565
PPARg SRC-3 ag	4	1	4	-10	1	-1	-2	12	57*	10
PPARg SRC-2 ag	-9	0	5	-2	0	-9	1	3	43*	23*

Nos. 14–20 of the list above:
14. Cc1ccc(NC(=O)C2CC(=O)n3ncnc3N2)cc1 (stereo not drawn)
15. CCCS(=O)(=O)c1nc(S(=O)(=O)c2ccc(C)cc2)c(NCCCN(C)C)s1
16. COc1cc(/C=N/N=C2/NC(=O)C(CC(=O)O)S2)ccc1OCc1ccc(Cl)cc1 (stereo not drawn)
17. COC(=O)C1CCN(C(=O)c2c(-c3ccccc3Cl)noc2C)CC1
18. COC(=O)c1ccccc1NC(=O)CN1CCOCC1
19. Cc1ccccc1N1C(=O)CC(Sc2nnc(-c3ccccc3)o2)C1=O (stereo not drawn)
20. COc1ccc(OC)c(-c2c3cc(O)c(=O)cc-3oc3cc(O)c(O)cc23)c1
Assay by compound	14	15	16	17	18	19	20
Lmaj promast	-2	95*	-6	-10	-1	0	-9
PPARg SRC1 recr	-4	8	-5	2	5	42*	17
Redox H2O2 prof	-0.6	-0.7	0.1	-2.7	0.1	-0.6	2.1
bIAP act	0.9	1.1	0.9	1	1	1	0.9
TLR4-MyD88 BLA	-4	-13	-3	0	3	-7	11
ROMK primary	0.24	-1.1	nt	nt	nt	0.068	nt
S1P3 antag	nt	9	-10	44	nt	nt	-19
bIAP inh	9	-7	11	2	-2	0	6
TR-FRET SRC-2 ct	1693	1640	1549	1626	1692	1855	1565
PPARg SRC-3 ag	-10	1	-1	-2	12	57*	10
PPARg SRC-2 ag	-2	0	-9	1	3	43*	23*

(further entries)
21. O=C1CN(C(=O)COC(=O)/C=C/c2ccco2)c2ccccc2N1
22. COc1ccc(C(C(=O)NC2CCCC2)N(CC2CCCO2)C(=O)Cn2nnc(-c3ccc(C)o3)n2)cc1 (stereo not drawn)
23. Cc1cc(/C=C(\C#N)C(=O)O)c(C)n1C1CC1
24. CCSc1nnc(NC(=O)CSc2nc3c(c(=O)n2-c2ccccc2OC)SCC3)s1
25. OC(COc1ccc2ccccc2c1)CN1CCN(c2ccc(F)cc2)CC1 (stereo not drawn)
26. Cc1ccccc1C(=O)NNC(=O)CSc1nc(-c2ccccc2)cc(=O)[nH]1
27. COc1cc(C2NCCc3c2[nH]c2ccccc32)ccc1OC(C)C (stereo not drawn)
28. COc1cc([N+](=O)[O-])cc(/C=N/NC(=O)CC#N)c1O
29. O=C(O)CSCC(=O)c1ccccc1
30. COc1ccc(C(O)P(=O)(OCC(C)C)OCC(C)C)c(OC)c1 (stereo not drawn)
Assay by compound	21	22	23	24	25	26	27	28	29	30
Lmaj promast	-8	25	-1	-1	-2	-9	7	-5	-2	65*
PPARg SRC1 recr	4	-2	1	3	-2	2	0	16	4	6
Redox H2O2 prof	-1.1	0.1	-0.4	0.7	1.1	-2.2	-0.1	-1.9	2.0	-0.8
bIAP act	1	1.1	1	1.2	1	1.1	1.1	0.9	0.9	0.5
TLR4-MyD88 BLA	1	-13	0	5	5	3	6	15	1	6
ROMK primary	-0.23	nt	0.11	-0.99	nt	-0.83	-3	1.4	0.8	0.34
S1P3 antag	-4	-17	-15	-27	8	-5	-2	4	19	-12
bIAP inh	4	-12	4	-18	5	-10	-13	8	7	48
TR-FRET SRC-2 ct	1641	1174	1452	1651	1479	1482	1393	1776	1431	1643
PPARg SRC-3 ag	-1	-5	6	0	-2	4	-1	5	-1	1
PPARg SRC-2 ag	2	7	15	4	-6	11	2	13	-6	3

31. CCOC(=O)c1ccoc1CSCc1ccc(C(=O)OC)o1
32. CCc1cccc(NC(=S)Nc2ccc(CN3CCOCC3)cc2)c1
33. CS(=O)(=O)N1CCN(c2ccc(NC(=S)NC(=O)c3cccs3)cc2)CC1
34. O=c1[nH]c(NCc2ccccc2)nc2c1CCCC2
35. CCN(c1cccc(C)c1)S(=O)(=O)c1ccc2c3c(cccc13)C(=O)N2
36. O=C(Nc1ccc([N+](=O)[O-])cc1)Nc1ccc2c(c1)OCCO2
37. O=C(Nc1ccc2c(c1)OCO2)c1c(F)c(F)c(F)c(F)c1F
38. COc1cc(Cl)c(S(=O)(=O)N2CCCC2)cc1Cl
39. O=C(CN(c1ccc2c(c1)OCCO2)S(=O)(=O)c1ccccc1)N1CCN(Cc2ccccc2)CC1
40. CCC(=O)NCCc1nc2cc(NC(=O)c3cccs3)ccc2n1C
41. CCCc1cc(=O)[nH]c(SCc2ccccc2Cl)n1
42. O=C(CCl)Nc1nc(-c2ccco2)c(-c2ccco2)s1
43. COc1ccc(N2C(=O)C(Cl)=C(Nc3c(C)n(C)n(-c4ccccc4)c3=O)C2=O)cc1
Assay by compound	31	32	33	34	35	36	37	38	39	40	41	42	43
Lmaj promast	-1	43	-3	-6	99*	1	1	-2	15	-6	-2	69*	-6
PPARg SRC1 recr	3	3	1	5	11	-4	11	1	1	-1	0	8	-9
Redox H2O2 prof	0.3	0.6	-1.5	-2.9	-1.3	3.0	-0.9	0.5	0.5	0.8	0.8	0.1	0.2
bIAP act	1	1	1	0.8	1.2	1	1	1.1	1.1	0.9	0.9	1	0.9
TLR4-MyD88 BLA	27*	5	-8	-12	9	-11	-5	10	-10	-4	-3	-6	-15
ROMK primary	0.2	-0.69	0.36	nt	-1.7	0.5	nt	-0.62	-1.2	-0.49	1.3	-4.2*	nt
S1P3 antag	7	3	-2	-8	nt	7	14	-10	-16	8	nt	7	21
bIAP inh	-1	-2	-4	19	-23	3	2	-9	-6	8	14	1	7
TR-FRET SRC-2 ct	1540	1522	1511	1467	1590	1606	1594	1584	1615	1527	1478	1659	1247
PPARg SRC-3 ag	-3	0	2	-4	8	0	1	0	0	0	3	4	3
PPARg SRC-2 ag	-6	-8	4	2	9	3	5	4	-3	-9	-3	10	-7
